# Screening data deposited in PubChem BioAssay by National Center for Advancing Translational Sciences (NCATS).
# HTT cytoprotect – protects HTT-Q103 PC12 cells, measured by ATP | PC12 HTT-Q103 induced, cytoprotection, ATP luminescence, 40 h | 230,000 compounds, 0.14% hits | Potency, µM (highest dose often 56.4 µM), for the others: cytoprotection (ATP increase), usual class: activators;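 also: % of control where 0% means no effect; nearly all actives have a fitted effect of over 45% in size; toxic huntingtin expression switched on by the ecdysone agonist tebufenozide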
#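 ATP quantification (ATPlite) reports survival of PC12 cells in which tebufenozide, 100 nM final, switches on Htt exon 1 with 103 glutamines linked to GFP; compounds are titrated.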
# Tau fibril ThT – blocks human tau fibril formation measured by thioflavin T; P10636; recombinant tau K18 P301L, heparin-induced fibrillization, ThT fluorescence; Potency, µM (doses to about 57.4 µM), for inactives: at the top dose activity, negative = inhibition, usual class: inhibitors; 270,000 compounds, 2.1% hits; also: % is scaled to controls: 0 for no effect and ±100 for the full control effect; nearly all actives have a fitted effect of over 55% in size
# Target sequence (P10636 561-689 P618L limits assumed): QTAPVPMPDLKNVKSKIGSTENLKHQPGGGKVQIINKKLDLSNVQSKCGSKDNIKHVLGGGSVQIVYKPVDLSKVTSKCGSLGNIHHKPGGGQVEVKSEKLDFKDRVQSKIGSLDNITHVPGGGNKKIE
#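 Aggregation was driven by heparin (20 uM final) acting on recombinant tau […] bearing P301L in 100 mM sodium acetate pH 7; fibrils were detected with Thioflavin T.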
# Tau fibril FP – inhibitors of human tau fibril formation; K18 P301L tau heparin fibrillization, Alexa594 FP, 6 h; Potency, µM (top dose mostly 57.7 µM), for inactives: at the top dose activity, negative = inhibition, actives largely listed as inhibitors; 280,000 compounds, 0.39% hits; P10636; AID 1468; also: % is scaled to controls: 0 for no effect and ±100 for the full control effect; nearly all actives have a fitted effect of over 55% in size
#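 Human K18 P301L fragment (15 uM unlabeled plus 0.24 uM Alexa 594-labeled) in 100 mM sodium acetate pH 7 with compound, aggregation induced by 20 uM heparin for 6 hr at 37 C. ThT (30 uM) added for 1 hr, then Alexa 594 FP read.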
# SMN2 splice up – increases expression of the SMN2 splice variant. HEK293 SMN2-luciferase splicing reporter, luminescence, 30-36 h. Potency, µM (series often up to 46.1 µM), without a hit: at the highest dose activity change, positive = activation, actives largely listed as activators. 210,000 compounds, 2.8% hits; also: % of control where 0% means no effect; nearly all actives have a fitted effect of over 55% in size
#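 HEK293 cells carry an SMN2 […]–luciferase reporter in which exon 7 inclusion puts luciferase in frame. Cells were plated 10-12 h before compound addition, then incubated 30-36 h at 37C. ONE-Glo luminescence was read; sodium butyrate at 4.5 mM final served as control.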
# JMJD2E inh – blocks human JMJD2E demethylase activity; Potency, µM (top dose mostly 57.1 µM), for inactives: top-dose activity change, negative = inhibition, most hits filed as inhibitors; JMJD2E catalytic domain, FDH-coupled NADH fluorescence (FDH is formaldehyde dehydrogenase); 230,000 compounds, 1.6% hits; active = well fitted inhibition curve with a large enough effect, not every such curve was filed as active; inconclusive = small, poorly fitted or top-dose-only effect, or another doubt; inactive = no such curve, though single readings can be large or run the other way;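 also: 0% = wells with enzyme and -100% = buffer wells without enzyme; nearly all actives have a fitted effect of over 50% in size; many of its hits are not listed in these tables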
# Target sequence (B2RXH2 1-337 limits assumed): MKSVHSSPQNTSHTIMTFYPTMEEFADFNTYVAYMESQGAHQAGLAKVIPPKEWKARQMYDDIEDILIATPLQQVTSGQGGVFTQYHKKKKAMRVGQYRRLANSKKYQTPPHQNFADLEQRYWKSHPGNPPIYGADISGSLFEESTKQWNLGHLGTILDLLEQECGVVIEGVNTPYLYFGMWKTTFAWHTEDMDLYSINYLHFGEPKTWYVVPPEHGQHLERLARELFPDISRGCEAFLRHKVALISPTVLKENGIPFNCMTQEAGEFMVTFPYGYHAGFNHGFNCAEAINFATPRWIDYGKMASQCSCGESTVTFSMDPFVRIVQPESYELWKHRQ
# HTT aggregate – mutant huntingtin aggregation inhibition | 220,000 compounds, 1.1% hits | Potency, µM (highest dose often 46.1 µM), for inactives: at the top dose activity change, negative = inhibition, hits mostly inhibitors | AID 1688 | PC12 HttQ103-GFP aggregates, Acumen cytometry, 40 h; also: % is scaled to controls: 0 for no effect and ±100 for the full control effect; nearly all actives have a fitted effect of over 60% in size
#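 Aggregates are detected as GFP objects 1–25 µm with signal 6 STDEV over background in lysates of induced PC12 cells. These carry Huntingtin exon 1 with 103 glutamines fused to GFP under an ecdysone promoter; compounds titrated.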
# Tau fluor counter – counter-screen for tau fibril formation inhibitors | tau K18 P301L Alexa594 fluorescence, heparin fibrillization | Potency, µM (highest dose often 57.7 µM), without a hit: at the top dose activity change, negative = decrease | 280,000 compounds, 0.93% hits | AID 1463; also: % is scaled to controls: 0 for no effect and ±100 for the full control effect; nearly all actives have a fitted effect of over 55% in size
#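 Human tau K18 P301L (15 uM unlabeled, 0.24 uM Alexa 594-labeled) in 100 mM sodium acetate pH 7 with 20 uM heparin, 6 hr at 37 C. ThT 30 uM added, 1 hr ambient; Alexa 594 FP and total fluorescence read at 555/632 nm.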
# ALDH1A1 block – inhibitors of human aldehyde dehydrogenase 1A1; P00352; Purified ALDH1A1, NADH fluorescence, propionaldehyde substrate; Potency, µM (titrated, usually from 75.3 µM), without a hit: at the top dose activity, negative = inhibition, actives largely listed as inhibitors; 220,000 compounds, 7.3% hits; AID 1030; active = well fitted inhibition curve with a large enough effect, not every such curve was filed as active; inconclusive = small, poorly fitted or top-dose-only effect, or another doubt; inactive = no such curve, though single readings can be large or run the other way;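 also: plate controls were no enzyme wells and a reference inhibitor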
# Target sequence (P00352 whole entry, looked up): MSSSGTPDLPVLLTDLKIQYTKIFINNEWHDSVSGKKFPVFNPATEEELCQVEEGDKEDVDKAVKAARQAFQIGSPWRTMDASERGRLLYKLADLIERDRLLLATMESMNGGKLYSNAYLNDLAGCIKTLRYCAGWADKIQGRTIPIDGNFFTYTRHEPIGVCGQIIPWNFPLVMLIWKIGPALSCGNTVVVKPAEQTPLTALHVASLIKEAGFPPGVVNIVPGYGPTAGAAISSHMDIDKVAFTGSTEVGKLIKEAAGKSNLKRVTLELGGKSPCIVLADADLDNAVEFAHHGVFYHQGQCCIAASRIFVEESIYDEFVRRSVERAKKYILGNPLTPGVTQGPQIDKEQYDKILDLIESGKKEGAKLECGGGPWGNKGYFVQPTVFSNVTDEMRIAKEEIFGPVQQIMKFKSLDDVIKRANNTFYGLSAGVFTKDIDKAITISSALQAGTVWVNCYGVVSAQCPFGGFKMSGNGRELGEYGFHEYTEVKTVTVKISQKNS
# Active calls of the source: *; ? = inconclusive; . = not tested or not shown; & = joins results of further samples; [ ] = remark or other dose. Unless noted, calls follow the shape of the dose curve; as a rule, active = well fitted curve in the direction sought with a large enough effect; inconclusive = small, poorly fitted or top-dose-only effect, or another doubt; inactive = no such curve, though single readings can be large; an effect the other way counts as inactive or inconclusive. Potency is read from the fitted curve at half-maximal effect. This is a subset; the hit share may differ from the screen's.
item	molecule	Tau fluor counter	HTT cytoprotect	HTT aggregate	ALDH1A1 block
1	CCN(CCn1cccn1)C(=O)CCc1nnc(Cc2c[nH]c3ccccc23)o1	-3%	-17%[10 µM]	-16%[9.22 µM]	?
2	Cc1cc(C)nc(SC(C)C(=O)N/N=C/c2cccs2)n1 (stereo not given)	-2%	-9%	13%	7%
3	CCOC(=O)CN1C2=NCCCN2c2ccccc21	0%	.	.	6%
4	COc1ccc(OC)c(Cc2nnc(CCC(=O)NC3C4CC5CC(C4)CC3C5)o2)c1 (stereo not given)	9%	24%[10 µM]	1%[9.22 µM]	?
5	CSc1ccccc1C(=O)Nc1cc(C)ccc1C	5%	-28%	-5%[9.22 µM]	17%
6	O=C(Nc1ccccc1)OCCOc1ccccc1	-7%	-9%	-9%	-11%
7	COCCNC(=O)CN(C(=O)CCC(=O)Nc1cc(C)on1)c1ccc(C)cc1C	-2%	-14%	8%[9.22 µM]	8%
8	CN(C(=O)CSc1nc2ccccc2[nH]1)c1ccc(F)cc1	-8%	.	.	.
9	CC(=O)N1CCN(c2cc(N3CCc4ccccc4C3)c(F)cc2[N+](=O)[O-])CC1	-23%	-37%	-9%	?
10	O=C(CN1CCN(Cc2ccccc2)CC1)Nc1ccc2c(c1)CCC2	1%	-18%	21%	?
11	C/C=C/C=N/Nc1nc(-c2ccc([N+](=O)[O-])cc2)cs1	?	5%[10 µM]	3%	7%
12	NCCOc1ccc(C23CC4CC(CC(C4)C2)C3)cc1	-3%	-2%[10 µM]	-10%	22µM*

item	SMN2 splice up	Tau fibril ThT	JMJD2E inh	Tau fibril FP
1	.	-5%	3%	-8%
2	0%	-7%	6%	0%
3	-2%	1%	-6%	-1%
4	2%	-6%	-3%	6%
5	-16%	4%	-2%	-3%
6	?	-14%	6%	-4%
7	10%	-2%	7%	1%
8	-8%	-6%	.	-9%
9	7%	16µM*	7%	3%
10	6%	-6%	-12%	6%
11	-15%	3.5µM*	-1%	14%
12	2%	-4%	-6%	13%

# (listing goes on)
item	molecule	Tau fluor counter	HTT cytoprotect	HTT aggregate	ALDH1A1 block
13	c1ccc(Oc2cc(-n3cncn3)ncn2)cc1	12%	.	6%	4%
14	Cc1ccc(C(=O)NN2C(=O)c3ccc(S(=O)(=O)c4ccc(C(=O)O)cc4)cc3C2=O)cc1	-16%	-49%[inhibitor]	-10%	-4%
15	CCOC(=O)c1sc2nc(C)nc(Nc3ccc(OC)cc3)c2c1C	-17%	-29%	9%	-3%
16	CC(=O)OCC(OC(C)=O)C(OC(C)=O)C(OC(C)=O)C(=O)Nc1cccc(C)c1 (stereo not given)	-5%	18%[10 µM]	-22%[9.22 µM]	.
17	COc1ccc(/C=N/NC(=O)Cn2nnc3ccccc32)cc1OC	0%	-13%[1.9 µM]	19%	-3%
18	Cc1[nH]c2ccccc2c1C(c1ccncc1)N1CCN(c2ccccc2F)CC1 (stereo not given)	?	15%[10 µM]	-23%	-4%
19	CCCCCn1c(=N)n(CC(O)COc2ccccc2OC)c2ccccc21 (stereo not given)	-5%&0%	-12%&-11%[10 µM]	-5%	6%
20	O=C(c1cccs1)N1CCN(c2ncc(Br)cn2)CC1	-18%	16%[10 µM]	-5%[9.22 µM]	.
21	CCCCC(=O)N(CCOC)c1nnc(-c2ccc(OC)cc2)s1	2%	3%	11%	?
22	COc1ccc(-c2csc(-n3ncc(-c4cccs4)c3N)n2)cc1	-22%	-34%	-12%	?
23	CCOC(=O)CSc1nc(-c2ccc(OC)cc2)ns1	-19%	29%[10 µM]	8%	25µM*
24	NC(=S)N/N=C/c1coc2c(ccc3ccccc32)c1=O	-11%	-18%[10 µM]	-7%	2.2µM*

item	SMN2 splice up	Tau fibril ThT	JMJD2E inh	Tau fibril FP
13	19%	6%	4%	1%
14	2%	-23%	-5%	-4%
15	-3%	?	?	1%
16	.	-10%	-1%	7%
17	?	7%	-1%	0%
18	-10%	?	-13%	-4%
19	-113%[inhibitor]	3%&6%	-6%&-1%	-3%&-6%
20	.	-27%	-2%	-14%
21	?	-2%	?	-1%
22	-6%	-21%	0%	-10%
23	29%	?	-7%	-11%
24	-2%	?	0%	-5%

# The listing continues.
item	molecule	Tau fluor counter	HTT cytoprotect	HTT aggregate	ALDH1A1 block
25	COc1cccc(NC(=S)/C(=C(\[O-])c2ccc(C)c([N+](=O)[O-])c2)[n+]2ccccc2)c1	?	6%	12%	?
26	COc1ccc(N2CCN(c3cnc4ccccc4n3)CC2)cc1	?	-20%	10%[9.22 µM]	17%
27	C=CCn1c(-c2cccn(Cc3ccc(Cl)cc3)c2=O)n[nH]c1=S	-12%	-28%	-4%	-9%
28	O=C(COC(=O)c1ccc(S(=O)(=O)NCc2ccco2)cc1)c1ccccc1	-13%	23%[10 µM]	10%	1%
29	COc1ccc(C2OC(=O)c3ccccc3S2)cc1 (stereo not given)	-16%	-8%[10 µM]	-1%	-16%
30	CC(C)(C)S(=O)(=O)c1ccsc1C(=O)O	2%	24%[10 µM]	4%	-8%
31	Cc1ccccc1C(=O)Nc1cc(S(=O)(=O)N2CCCCC2)ccc1N1CCN(C)CC1	0%	12%[10 µM]	9%	-6%
32	Brc1ccc(CSc2nnc(-c3cccnc3)o2)cc1	-2%	13%[10 µM]	-7%[9.22 µM]	13%
33	COC(=O)Cn1c(=NC(=O)c2ccc(OC)c(OC)c2)sc2cc(OC)ccc21	11%	-12%[10 µM]	10%	?
34	CC(C)Cc1cc(C(=O)NCCCN2CCOCC2)no1	-10%	-1%	10%[9.22 µM]	?
35	Cc1ccccc1NC(=O)COc1ccc2c(c1)OC(C)(C)CC2=O	-11%	12%[10 µM]	9%[9.22 µM]	14µM*
36	C=CCNc1nc(C2(C)CC3(CC(C)(C)OC3=O)C(=O)O2)cs1 (stereo not given)	-8%	8%	-12%	-7%

item	SMN2 splice up	Tau fibril ThT	JMJD2E inh	Tau fibril FP
25	12%	?	-1%	6%
26	?	?	-27%	5%
27	-8%	-6%	?	-4%
28	16%	-11%	-7%	-2%
29	-17%	?	9%	-8%
30	12%[1.84 µM]	5%	3%	7%
31	15%	-4%	-11%	0%
32	.	1%	7%	-2%
33	14%	15%	1%	-9%
34	.	-10%	-5%	-5%
35	.	-16%	?	3%
36	-12%	-11%	7%	-2%

# Limited to HTT aggregate, SMN2 splice up and Tau fluor counter, for four of the compounds above:
cpd | smiles | HTT aggregate | SMN2 splice up | Tau fluor counter
18 | Cc1[nH]c2ccccc2c1C(c1ccncc1)N1CCN(c2ccccc2F)CC1 (stereo not given) | -23% | -10% | ?
19 | CCCCCn1c(=N)n(CC(O)COc2ccccc2OC)c2ccccc21 (stereo not given) | -5% | -113%[inhibitor] | -5%&0%
20 | O=C(c1cccs1)N1CCN(c2ncc(Br)cn2)CC1 | -5%[9.22 µM] | . | -18%
21 | CCCCC(=O)N(CCOC)c1nnc(-c2ccc(OC)cc2)s1 | 11% | ? | 2%

# Further records
item	molecule	Tau fluor counter	HTT cytoprotect	HTT aggregate	ALDH1A1 block
37	Cc1c(C(C)NC(=O)Nc2ccc(F)cc2F)cnn1C (stereo not given)	23%	-8%	-18%	13%
38	CC(=O)c1cccc(-n2c(=O)c3c4c(sc3n(Cc3ccccc3Cl)c2=O)CN(C(C)=O)CC4)c1	-8%	.	.	.
39	COc1ccc(-c2csc3ncnc(Oc4cccc5ccc(C)nc45)c23)cc1	-24%	-4%[10 µM]	-22%	3%
40	CC[C@H](C)[C@H](NC(N)=O)C(=O)Nc1ccc(NC(C)=O)cc1	-12%	9%[10 µM]	2%[9.22 µM]	7%
41	O=C1OC(OC2CCCCC2)(c2ccccc2)c2ccccc21 (stereo not given)	-13%	-18%	-12%	-1%
42	O=S1(=O)CCC(NC(=S)SCCOc2ccccc2)C1 (stereo not given)	-15%	10%[10 µM]	8%[9.22 µM]	?
43	O=c1c2ccccc2sc2ccc(Cl)cc12	-9%	-6%[10 µM]	1%	11%
44	COCCNC(=O)[C@H]1C[C@@H]1[C@H](NP(=O)(c1ccccc1)c1ccccc1)c1ccccc1	9%&-10%	-33%[inhibitor]	-10%	5%&1%
45	COc1cc(OC)c(N(C)C(=O)CCNC(=O)Cn2cnc3ccccc3c2=O)cc1Cl	6%&3%	26%	-11%	1%
46	O=C(Nc1cccs1)OCCN1CCN(Cc2ccccc2)CCC1=O	-3%	.	2%	-9%
47	COc1cc(/C=N/NC(N)=O)ccc1OC(=O)c1ccc(C)cc1	-17%	7%	11%	11%
48	CS(=O)(=O)N1CCCC(C(=O)NC2CCCCCCC2)C1 (stereo not given)	5%	5%[10 µM]	-10%	?

item	SMN2 splice up	Tau fibril ThT	JMJD2E inh	Tau fibril FP
37	-9%	13%	5%	10%
38	-5%	-8%	.	-12%
39	-1%	-2%	3%	-11%
40	.	-4%	5%	2%
41	-4%	-6%	-2%	3%
42	.	-19%	-25%	-4%
43	29%	-15%	?	-5%
44	-17%&-12%	14%&-5%	-2%&7%	4%&-1%
45	-35%&2%[inhibitor]	8%&8%	-7%	13%&3%
46	-6%	-8%	5%	5%
47	-7%	-17%	6%	0%
48	1%	-6%	0%	5%

# Next section
item	molecule	Tau fluor counter	HTT cytoprotect	HTT aggregate	ALDH1A1 block
49	CC1CN(c2nn3c(=O)c4ccccc4nc3c3ccccc23)CC(C)O1 (stereo not given)	-12%	-18%[10 µM]	-13%	?
50	NS(=O)(=O)c1cccnc1Nc1ccc(Cl)c(Cl)c1	-22%	18%	-16%	-6%
51	Cc1ccc2nc(/C(C#N)=C\c3ccc(OC(=O)c4cccs4)cc3)[nH]c2c1	?	-94%[inhibitor]	7%	4%
52	COc1cccc(Nc2ccccc2C(=O)O)c1	-3%	-13%[10 µM]	-1%[9.22 µM]	6%
53	Cc1cc(C)cc(-n2nnnc2SCC(=O)Nc2nc(-c3ccc(Cl)cc3)cs2)c1	-13%	-32%	12%	7%

item	SMN2 splice up	Tau fibril ThT	JMJD2E inh	Tau fibril FP
49	-42%[inhibitor]	-12%	?	-5%
50	35%	-10%	-25%	-4%
51	2%	?	?	?
52	?	-8%	6%	-5%
53	2%	4%	7%	-12%
